Assay outcomes: PubChem, several laboratories
GalR3 antag: GalR3 antagonists in HEK293 cells, primary screen, cell-based, fluorescence readout. Galanin receptor type 3 (Homo sapiens), O60755. HEK293 GalR3-CNG cAMP membrane potential fluorescence; galR3 body fused to GalR1 C-terminus. inhibition, % at 3 µM. 360,000 tested, 0.44% active;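 active = inhibition above the screen-wide average plus 3 SD, cut at about 13% in these data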;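 note: forskolin and galanin both at EC90 stimulate the cells; cAMP rise reported by CNG channel membrane potential dye signal; 0% = forskolin plus galanin with DMSO and 100% = forskolin alone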
Target sequence (O60755 1-299 limits assumed): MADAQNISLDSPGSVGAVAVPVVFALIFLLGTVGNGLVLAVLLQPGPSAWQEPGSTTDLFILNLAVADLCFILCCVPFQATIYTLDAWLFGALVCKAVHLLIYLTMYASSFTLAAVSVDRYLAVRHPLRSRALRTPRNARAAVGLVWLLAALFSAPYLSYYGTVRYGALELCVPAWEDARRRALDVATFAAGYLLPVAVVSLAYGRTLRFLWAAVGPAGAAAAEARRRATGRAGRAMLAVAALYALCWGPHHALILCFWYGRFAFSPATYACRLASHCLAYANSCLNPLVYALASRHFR
IMP-1 inh: IMP-1 metallo-beta-lactamase inhibitors, primary screen, biochemical, epi-absorbance readout, Pseudomonas aeruginosa enzyme; inhibition, % at 5.6 µM; metallo-beta-lactamase IMP-1 (Pseudomonas aeruginosa); 290,000 tested, 0.45% active; purified IMP-1, nitrocefin hydrolysis, epi-absorbance fluorescence; AID 1556, 2009;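 active = inhibition above the mean plus 3 SD of all compounds in the same screening run, cut at about 4.5% in these data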;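 note: 0% = IMP-1 with DMSO and 100% = DMSO wells lacking enzyme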
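Material – recombinant IMP-1 enzyme, purified · Amount – IMP-1 0.2 nM before substrate addition · Medium – HEPES buffer pH 7.1 with ZnSO4 and Brij 35 · Timing – 25 °C, 15 min preincubation, 25 min reaction · Measured by – plate fluorescence quenching by hydrolysis product, ex 480/em 530 nm · Read-out – percent enzyme inhibition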
IDE inh: human IDE inhibitors in live cells, primary screen, fluorescence polarization, HEK cells, FAbetaB substrate; inhibition, % at 5.59 µM; 320,000 tested, 0.41% active; FAbetaB cleavage; Insulin-degrading enzyme (Homo sapiens), P14735; AID 434962, 2010;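 active = percent inhibition above the average of all tested compounds plus 3 SD, set per screening campaign, cut at about 16% in these data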;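 note: IDE supplied by intact live HEK cells; FP after avidin binding of uncleaved biotin substrate so inhibition keeps polarization high; 0% = DMSO wells and 100% = 60 µM reference IDE inhibitor Ii1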
IDE act: human IDE activators in live cells, primary screen, fluorescence polarization, HEK cells, FAbeta-B substrate; Insulin-degrading enzyme (Homo sapiens), P14735; 340,000 tested, 0.073% active; AID 493087, 2011; FAbeta-B cleavage; 0% vehicle, 100% cell-free pure enzyme wells; activation, % at 5.96 µM;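 active = activation above the mean of all tested compounds plus 3 SD, set per screening campaign, cut at about 17% in these data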
pCIP destab: p/CIP-EGFP fusion destabilizers, primary screen, fluorescence, F442A cells | Q05BA5 | 16 h | decrease of EGFP signal, % at 10 µM | 290,000 tested, 0.01% active;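 active = EGFP signal decrease of at least 30% at 10 µM or well 3 SD below plate mean, unless failing retest; inactive = the rest, including hits failing retest or dose response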; note: some compounds called inactive have numbers as strong as hits; many of its hits are not listed in these tables
CRFR2-BP antag: antagonists of CRF-BP/CRF-R2 complex, primary screen, cell-based, HEK293, calcium dye fluorescence, uHTS. CRF-induced calcium fluorescence. inhibition, % at 11.8 µM. 350,000 tested, 0.59% active. AID 588475, 2011;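 active = inhibition of the ligand-induced calcium signal above about 50% at the single tested concentration, limit read from the data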
VIM-2 inh: VIM-2 metallo-beta-lactamase inhibitors, primary screen, biochemical, epi-absorbance readout, Pseudomonas aeruginosa enzyme. purified VIM-2, nitrocefin hydrolysis, epi-absorbance fluorescence. inhibition, % at 5.6 µM. 290,000 tested, 0.89% active. AID 1527, 2009;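 active = inhibition above the mean of all tested compounds plus 3 SD, cutoff set per screening run, cut at about 7.5% in these data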;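 note: red hydrolysis product quenches plate fluorescence so inhibitors raise well fluorescence; 0% = enzyme with DMSO and 100% = DMSO without enzyme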
NS3 helicase inh: inhibitors of HCV NS3 helicase, primary screen, biochemical, Cy5 molecular beacon fluorescence. NS3 helicase DNA unwinding. inhibition, % at 10.9 µM. 290,000 tested, 0.56% active;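 active = inhibition above the mean of all tested compounds plus 3 SD, set per campaign, cut at about 35% in these data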;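 note: 0% = DMSO wells and 100% = thioflavine S control wells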
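Assay system – hepatitis C virus NS3 helicase domain fragment enzyme · Buffer or medium – MOPS pH 6.5, MgCl2, DTT, Tween20, BSA · Reagent – Cy5/quencher beacon DNA duplex and ATP to start · Compound – single 10.9 µM dose · Timing – 1 h at 25 °C · Technique – Cy5 beacon fluorescence read at start and 1 h · Measure – % inhibition of unwinding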
UBC9 SUMO inh: inhibitors of in vitro SUMOylation cascade, primary screen, biochemical, HTRF, uHTS; SUMO-conjugating enzyme UBC9 (Homo sapiens), P63279; HTRF SUMOylation assay, SAE1/SAE2 + UBC9; inhibition, % at 35 µM; 290,000 tested, 0.36% active; in the data active = inhibition above about 50%, passing the limit was not always enough; note: strong numbers were not always called active
Target sequence (P63279 whole entry, looked up): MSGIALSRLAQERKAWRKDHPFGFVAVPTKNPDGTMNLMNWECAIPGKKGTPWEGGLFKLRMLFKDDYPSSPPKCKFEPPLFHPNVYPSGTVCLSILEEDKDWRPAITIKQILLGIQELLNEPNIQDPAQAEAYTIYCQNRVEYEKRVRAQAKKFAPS
* hit, by the source's call; . = no result given.

SMILES	GalR3 antag	IMP-1 inh	IDE inh	IDE act	pCIP destab	CRFR2-BP antag	VIM-2 inh	NS3 helicase inh	UBC9 SUMO inh
O=C(c1cc2cc(Br)cc(Br)c2oc1=O)N1CCCC1	-5.2	-0.9	-2.6	2.1	-1.6	-5.5	-4.7	0.9	14.1
COc1ccc(NC(=O)OC(CN2CCCCC2)C(F)(F)F)cc1 (stereo not given)	-1.8	-0.9	2.1	5.9	-11.6	9.1	2.1	-4.3	6.0
Cc1ccc(-c2nnn(CC(=O)Nc3cccc4cccnc34)n2)o1	-3.2	-2.8	4.9	1.4	-1.2	4.9	-1.7	-4.9	14.6
Cc1ccc(S(=O)(=O)N2CCCC2C(=O)Nc2cc(C)on2)cc1 (stereo not given)	2.5	0.7	4.8	-2.3	5.7	7.7	-0.9	1.3	7.7
O=C(COC(=O)C12CC3CC(CC(C3)C1)C2)Nc1ccc2[nH]c(=O)[nH]c2c1	.	-2.2	-0.3	-2.5	-8.0	5.2	-1.8	19.5	5.9
CC(C)(C)C1CCc2c(C(=O)N/N=C/c3cccs3)csc2C1 (stereo not given)	-5.4	-0.5	-1.3	-0.2	2.8	-37.2	0.6	15.4	-16.2
O=C(Nc1ccccc1Cl)c1cccs1	-4.5	-3.0	2.2	3.4	7.8	8.8	-3.3	-0.3	10.1
CC(C)Cc1cc(C(=O)NCCN2CCOCC2)no1	1.0	-1.9	-4.8	6.3	-6.2	-4.0	-1.0	5.4	-7.5
CC(=O)N(C)c1ccc(NC(=O)Nc2ccc(C)cc2)cc1	-3.4	-2.1	4.6	-1.4	2.3	-11.7	-1.3	-10.1	3.2
Cc1ccc(NC(=O)NCc2ccccn2)cc1Cl	-4.7	-3.9	-0.4	3.8	6.3	10.1	-2.8	2.1	9.9
COc1ccc(NC(=O)C(=O)NNC(=O)COc2ccc(OC)cc2)cc1	-6.8	-3.9	0.7	-3.3	-3.1	-1.1	-2.5	-2.5	.
Cc1cc(SCc2ccc(F)cc2)nc(=O)[nH]1	0.0	-2.1	6.6	2.2	3.6	0.0	0.2	10.5	1.6
CC(=O)Nc1ccc(/C(C)=N/NC(=O)c2ccc(COc3ccccc3Cl)o2)cc1	-5.3	.	6.8	-3.7	.	12.0	.	.	.
CCOCCCn1c(C)nc2c(c1=O)c1nc3ccccc3nc1n2-c1ccc(C)cc1	.	-3.5	-0.8	1.7	3.2	17.9	-2.9	20.7	-13.7
CN(C)S(=O)(=O)N1CCN(c2cccc(Cl)c2)CC1	-3.1	-3.0	1.8	-1.3	7.0	8.9	-3.5	10.7	-7.8
Cc1c(Cc2ccccc2)c(=O)n2c([nH]c3ccccc32)c1C#N	-5.8	-4.7	1.0	-0.2	-21.2	10.7	-1.2	-2.1	29.4
CC(=O)N1CCN(C(=O)/C(C#N)=C/c2ccc3c(c2)OCO3)CC1	-7.7	-0.9	3.5	2.6	-6.4	6.2	0.1	14.5	-3.6
CCCCN(C)C(=O)c1nc2ccccn2c1CN1CCN(c2cnccn2)CC1	-5.7	-0.6	2.8	2.2	1.3	6.9	-0.3	-7.7	12.5
CCN(CC)c1ccc(C=C(c2nnnn2-c2ccccc2)c2nnnn2-c2ccccc2)cc1	-9.8	-0.7	32.5*	-22.6	-25.2	-74.1	0.0	-8.5	9.9
CCCOc1ccc(N2C(=O)CC(N(Cc3ccco3)C(=O)CC)C2=O)cc1 (stereo not given)	-1.4	-0.3	1.0	2.3	11.5	-6.6	-1.3	3.1	-12.9
O=C(OCC(=O)c1ccc(Cl)s1)c1cnccn1	0.8	0.4	-3.2	5.2	10.1	-2.0	-2.5	20.4	21.1
CN(c1ccc(C(=O)NC2CCCCC2)cc1)S(=O)(=O)c1ccccc1	0.7	-1.6	-0.3	0.8	-14.9	-15.4	-2.5	16.4	18.6
Cc1cc(F)ccc1S(=O)(=O)Nc1ncnc2sc3c(c12)CCC3	2.3	-6.2	-3.5	2.6	-0.3	21.9	-2.6	39.4*	6.3
C/C(=C\c1ccccc1)C(=O)N1CCN(Cc2ccc3c(c2)OCO3)CC1	-9.6	-2.0	-0.5	4.4	-9.1	10.0	0.0	1.2	20.9
O=C(Cn1c(CO)nc2ccccc21)NC1CCCCCC1	.	-2.4	-0.7	3.2	-12.2	.	-1.8	-6.5	-6.5
CCOC(=O)C1CCN(Cc2c(O)ccc3ccccc23)CC1	-4.1	-2.1	0.3	-3.1	-7.2	-11.0	-2.6	-0.3	13.4
COc1ccc(-c2cn[nH]c2-c2ccc(OCc3ccc(F)cc3)cc2O)cc1OC	-2.7	-3.2	4.5	9.5	-23.2	11.3	-5.0	-8.0	-30.3
CCC(c1nnnn1CCOC)N(Cc1ccc(C)cc1)Cc1cc2cc(OC)ccc2[nH]c1=O (stereo not given)	6.2	-1.4	0.5	2.5	-0.5	-20.8	0.2	-11.5	25.1
CCCCNC(=O)CSc1nnc(-c2cccc(S(=O)(=O)N3CCOCC3)c2)o1	-3.7	.	0.7	0.8	.	-5.8	.	.	.
Cc1ccc(OCC(=O)OC2CCCN(C)C2)cc1 (stereo not given)	-5.7	-2.7	-0.6	-2.0	8.3	0.5	-2.3	1.0	6.1
Cc1nnc(SCCn2c(N3CCCCCC3)nc3c2c(=O)[nH]c(=O)n3C)s1	-2.8	0.4	2.4	-2.3	3.6	9.7	-1.2	5.4	-13.0
CC(=O)c1ccccc1OCc1ccc(C(=O)c2ccccc2)cc1	-2.4	-2.5	1.6	4.9	2.1	33.6	-2.2	-8.3	-2.4
CCCCN(C(=O)c1ccc2c(c1)NC(=O)CS2)c1ccccc1	-6.6	.	1.4	0.7	.	4.1	.	.	.
COc1ccc(CN2C(=O)c3ccccc3C2=O)cc1C(=O)O	-9.0	-0.8	-0.5	-2.5	-7.8	-2.6	4.5	-9.8	17.1
CC(C)(C)C(=O)c1cn(CC(=O)NCc2ccc3c(c2)OCO3)c2ccccc12	-5.5	-4.8	6.8	-2.3	8.3	-4.7	-5.6	-5.3	15.5
CC(C)(Oc1ccc(Cl)cc1)C(=O)OCc1nc2ccsc2c(=O)[nH]1	-1.0	.	9.8	-18.2	.	7.8	.	.	.
CCN(c1ccccc1)S(=O)(=O)c1ccc(NC(=O)C(C)(C)C)cc1	-1.3	-1.8	-1.6	-1.3	-8.4	-6.2	2.1	-7.8	5.3
CCOC(=O)C1CSC(CC(=O)Nc2ccc(OC(F)(F)F)cc2)C(=O)N1 (stereo not given)	-0.9	-0.5	9.3	2.0	11.2	-41.8	-1.4	2.4	10.2
CCOC(=O)CC(NC(=O)CCc1c(C)nc2ncnn2c1C)c1ccc(OC(C)C)cc1 (stereo not given)	4.5	-1.9	6.5	-2.4	-1.1	24.2	-2.8	10.1	7.8
O=C(NCc1ccccc1)C1=C[C@@H](C2CCCCC2)C[C@@H](OCc2ccc(CO)cc2)O1	-3.5	-0.5	0.3	2.6	-1.2	3.5	-0.3	4.9	-13.5
Cc1c(NS(=O)(=O)c2cccs2)cccc1-c1nc2cccnc2s1	-0.7	-2.4	0.0	-2.5	1.2	14.4	-2.1	-0.8	7.4
O=C(COC(=O)c1ccccc1Oc1ccccc1)NC1CC1	1.8	0.3	4.9	-0.9	-13.3	-0.5	4.2	-21.2	4.1
COc1ccccc1NS(=O)(=O)c1ccc(C)c(NC(=O)NC2CCCCC2)c1	-13.0	-0.8	5.7	4.0	-19.0	-4.0	-3.5	7.2	-2.3
Cc1ccc(-c2nc3ncccc3o2)cc1NC(=O)c1cc2ccccc2o1	-2.5	-3.7	3.4	2.8	10.2	-10.7	-0.3	0.6	-7.0
O=Cc1ccc(OC2OCCOC2Oc2ccc(C=O)cc2)cc1 (stereo not given)	-1.8	-2.5	-4.2	-0.7	2.5	2.0	0.0	3.8	3.6
COc1cccc(Nc2nc(-c3sc(N)nc3C)cs2)c1	-5.2	-3.5	7.4	-6.7	-13.7	-6.6	-2.1	1.4	3.2
COc1ccc(Cc2nnc(N/N=C/c3ccc(Br)cc3)[nH]c2=O)cc1OC	-7.8	-2.7	0.5	0.7	-9.1	-0.4	-2.8	-5.3	12.0
Cc1cc(Cl)c(S(=O)(=O)Nc2ccc(S(=O)(=O)N3CCOCC3)cc2)cc1OCC(N)=O	-7.0	0.1	0.9	-1.0	2.3	-2.7	-1.3	1.1	2.1
COc1ccc(/C=C2\COc3ccccc3C2=O)c(OC)c1	-6.4	-0.8	-0.7	-2.0	-3.7	3.0	-0.8	-12.1	-17.1
O=C(Nc1ccc(Br)cc1)N1CCCCCC1	2.3	-2.0	-1.6	0.1	-3.5	-2.6	-2.2	-4.0	8.0
COc1ccccc1Nc1ncc(C(C)=O)c(C)n1	3.0	-3.6	-0.1	-0.2	-1.1	30.6	-2.8	0.4	14.4
CN(CCc1ccccn1)C(=O)c1ccc(OC(F)(F)F)cc1	-4.2	-3.1	3.2	-1.9	5.9	-2.3	-4.6	0.4	-6.3
NC(=O)c1nsc(C(=O)N(c2cccc(F)c2)C(C(=O)NCc2ccccc2)c2ccc(O)cc2)c1N (stereo not given)	-8.8	-2.3	-1.7	1.2	-12.9	11.0	-1.2	-15.5	-1.1
CCN1CCN(CCCNC(=O)c2ccc(NC(=O)C3=C(C)OCCS3)cc2)CC1	-7.3	-1.8	-0.8	3.6	10.1	0.3	-6.3	-9.5	3.4
O=C(Nc1cccnc1)C1=NN(C2CCS(=O)(=O)C2)C(=O)CC1 (stereo not given)	-8.4	-0.6	-6.8	2.4	-4.6	5.0	0.9	2.8	25.3
CCOC(=O)c1sc2nc[nH]c(=O)c2c1C	1.2	5.2*	3.5	2.8	7.0	-8.6	0.0	-4.6	-5.2
Cc1cccc(N=C2C(=O)Nc3c(Cl)cccc32)c1	-7.8	-2.1	3.3	0.9	8.1	-12.5	-0.7	-0.2	-13.4

Whole records as entered above. Screens in order: GalR3 antag, IMP-1 inh, IDE inh, IDE act, pCIP destab, CRFR2-BP antag, VIM-2 inh, NS3 helicase inh, UBC9 SUMO inh
O=C(COC(=O)c1ccccc1Oc1ccccc1)NC1CC1 reads 1.8, 0.3, 4.9, -0.9, -13.3, -0.5, 4.2, -21.2, 4.1
Cc1c(NS(=O)(=O)c2cccs2)cccc1-c1nc2cccnc2s1 reads -0.7, -2.4, 0.0, -2.5, 1.2, 14.4, -2.1, -0.8, 7.4
